E-sel inducer: induces E-selectin expression in human endothelial cells; P16581; HUVEC E-selectin immunofluorescence imaging; normalized: neutral wells 0, TNF-alpha wells 100; activation, % at 7.58 µM; actives 0.37% (n = 260,000);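 active = mean E-selectin-positive cell signal at least 10% of the positive control, reached in at least 60% of replicates, without over 20% cell loss; inconclusive = no rule given, readout overlaps actives, possibly toxicity-flagged; inactive = the rest, including those meeting only one limit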;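 note: in these data hits start at about 27%; measured in HUVEC primary endothelial cells; signal is the percent of cells scored E-selectin positive by PE staining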
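Test system – human umbilical vein endothelial cells (HUVEC), E-selectin induction · Input – 3,000 HUVEC seeded per well · Buffer or medium – EGM-2, gelatin · Compound dosing – single-point compound dose · Detection – immunofluorescence imaging · Measure – percent E-selectin-positive cells · Controls – TNF-alpha high, DMSO low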
GSIS activator: GLuc luminescence reporter in INS-1E cells, primary screen for activators of glucose-dependent secretion of insulin | AID 743287 | INS-1E GLuc reporter insulin secretion, 2-3 h | activation, % at 16.6 µM | actives 0.61% (n = 370,000);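 active = lowest replicate activation of at least 40%, so every replicate reaches that level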;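 note: 0% = median of neutral control wells and 100% = median of IBMX positive control wells; some compounds called inactive have numbers as strong as hits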
Casp6 inh: blocks human caspase-6 cleavage activity | AID 686996 | inhibition, % at 12.5 µM | actives 0.53% (n = 350,000) | P55212 | purified caspase-6, Z-VEID-R110 cleavage fluorescence;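 active = mean inhibition across replicates at least about 35%, with every replicate also reaching that limit, limit read from the data; inconclusive = only one of the two criteria met; inactive = neither criterion met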;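 note: 0% = median of neutral control wells and 100% = no fluorescence left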
Target sequence (P55212 24-179 limits assumed): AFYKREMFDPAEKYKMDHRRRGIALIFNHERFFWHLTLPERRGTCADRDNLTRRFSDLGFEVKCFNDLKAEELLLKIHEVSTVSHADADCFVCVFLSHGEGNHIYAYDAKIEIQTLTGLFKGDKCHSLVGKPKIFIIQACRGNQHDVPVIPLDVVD
Target sequence (P55212 194-293 limits assumed): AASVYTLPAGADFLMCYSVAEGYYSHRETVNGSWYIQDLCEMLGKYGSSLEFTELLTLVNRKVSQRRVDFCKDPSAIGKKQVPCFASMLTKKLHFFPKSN
F508del corr: CFTR F508del correction in bronchial cells. actives 0.36% (n = 350,000). activity (quench increase), % at 7.58 µM. AID 720511. CFBE cells, YFP halide quenching; stimulated with forskolin plus potentiator P3; % fluorescence drop versus neutral controls;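 active = mean added fluorescence quench of at least 8% versus neutral control, with both replicates also reaching 8%; inconclusive = only one of the mean or replicate conditions met; inactive = mean below 8% and not both replicates reaching 8%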;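 note: cells transiently co-express mutant CFTR-F508del with the halide-sensitive YFP; corrector assay measuring rescue of mutant channel to the surface after 24 h compound exposure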
RAD54 inh: inhibitors of human RAD54 branch migration; inhibition, % at 10.4 µM; actives 0.14% (n = 360,000); RAD54 Holliday junction branch migration, FAM/BHQ fluorescence; Q92698;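 active = mean normalized replicate activity at least 40 and at least half of replicates scoring 40 or more; inconclusive = only one of the two criteria met; inactive = mean below 40 and under half of replicates reaching 40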;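 note: 0% = median of neutral control wells and 100% = median of positive control wells; inhibitors cause a drop in the FAM fluorescence signal; in these data hits start at about 50%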
Target sequence (Q92698 whole entry, looked up): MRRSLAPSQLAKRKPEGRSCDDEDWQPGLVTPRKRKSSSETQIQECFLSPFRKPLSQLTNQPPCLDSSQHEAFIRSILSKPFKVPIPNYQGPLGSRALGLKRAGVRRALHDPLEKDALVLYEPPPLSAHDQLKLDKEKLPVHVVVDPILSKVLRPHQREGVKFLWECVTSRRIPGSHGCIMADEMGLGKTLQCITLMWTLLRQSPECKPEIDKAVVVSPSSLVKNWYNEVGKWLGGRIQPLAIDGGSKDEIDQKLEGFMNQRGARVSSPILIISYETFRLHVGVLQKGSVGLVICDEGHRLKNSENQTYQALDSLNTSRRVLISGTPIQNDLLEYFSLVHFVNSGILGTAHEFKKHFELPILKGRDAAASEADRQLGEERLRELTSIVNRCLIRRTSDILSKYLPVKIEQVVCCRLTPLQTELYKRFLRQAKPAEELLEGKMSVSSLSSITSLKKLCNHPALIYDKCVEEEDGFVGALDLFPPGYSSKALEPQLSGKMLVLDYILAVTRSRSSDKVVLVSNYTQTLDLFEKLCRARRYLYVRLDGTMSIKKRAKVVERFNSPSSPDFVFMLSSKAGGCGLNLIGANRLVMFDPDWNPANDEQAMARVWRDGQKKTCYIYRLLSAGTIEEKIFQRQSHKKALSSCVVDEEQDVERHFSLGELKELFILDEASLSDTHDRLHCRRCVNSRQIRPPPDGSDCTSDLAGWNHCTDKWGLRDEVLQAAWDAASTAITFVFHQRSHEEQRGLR
RAD52 inh: inhibitors of human RAD52 DNA annealing. P43351. recombinant RAD52 DNA annealing, FRET fluorescence. inhibition, % at 18.7 µM. actives 0.46% (n = 360,000). AID 651710;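 active = every replicate showing at least 50% inhibition; inconclusive = mean inhibition at least 50% but not in every replicate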
Xi reactivation: reactivates the inactive X chromosome in mouse fibroblasts | XiGFP mouse fibroblasts, % GFP-positive cells imaging, 3 d; cells co-treated with 5-aza-dC sensitizer; scaled so ellipticine positive control = 100% | activation, % at 7.58 µM | actives 0.055% (n = 360,000);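 active = mean normalized replicate activation at least 10% and every replicate at or above 10%; inconclusive = only one of the two criteria met; inactive = mean below 10% and not all replicates reach 10%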;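 note: 0% = median of on-plate neutral control wells and 100% = ellipticine 6 µM median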
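System: XiGFP fibroblasts, SV40-immortalized. Medium: DMEM plus 5-aza-dC sensitizer. Doses: single point. Timing: 3 d treatment, 15 min room-temperature fixation. Control set: ellipticine 6 µM.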
DENV2 CPE rescue: DENV2-induced cell death inhibition; DENV2-infected cells, cytopathic effect rescue, plate reader; actives 1.7% (n = 350,000); CPE inhibition, % at 9.99 µM; AID 651640; in the data active = CPE inhibition above about 20%, passing the limit was not always enough; inconclusive = no clear call, values can overlap the other calls; tested in BHK-21 cells;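 note: 0% = median of neutral control wells and 100% = median of positive control wells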
Starred values were filed as active, the others as inactive; ? = inconclusive; . = not tested or not shown. No enrichment for hits. About 3.7% of those tested had a hit in this group.

The line under a structure holds: E-sel inducer	GSIS activator	Casp6 inh	F508del corr	RAD54 inh	RAD52 inh	Xi reactivation	DENV2 CPE rescue
> Cc1ccc(CNC(=O)CCNS(=O)(=O)c2cccc3nonc23)cc1
 : .	7	-2	2.2	6	3	.	2
> COc1ccc(-c2nnc3ccc(SCC(=O)N4CCCC4)nn23)cc1
 : 2.2	.	1	1.3	-2	-12	0.2	?
> Cn1c(=O)c2c(ncn2CC(=O)N2CCN(S(=O)(=O)c3ccc(F)cc3)CC2)n(C)c1=O
 : .	.	-2	0.2	-9	-6	0.0	0
> O=C1C2CC=CCC2C(=O)N1Cc1ccccc1 (centres undefined)
 : .	-13	6	2.4	-2	-8	.	5
> CCOc1cc(NC(=O)c2ccccn2)c(OCC)cc1NC(=O)c1ccc(C)cc1
 : .	4	-2	.	9	-3	0.0	1
> Cc1cc(=O)[nH]c(N/N=C/c2ccc(N(C)C)cc2)n1
 : .	2	1	-4.3	.	-25	0.0	7
> Nc1cc(Cl)ccc1N1C(=O)CCC1=O
 : 0.1	1	1	-1.1	2	-20	0.0	13
> O=C(C[C@H]1CC[C@H]2[C@@H](COC[C@@H](O)CN2Cc2nccs2)O1)NCc1ccc(F)cc1
 : -0.1	10	2	-1.6	2	5	0.1	-4
> CO[C@@H]1CN(C)C(=O)c2cc(NC(=O)C3CCC3)ccc2OC[C@H](C)N(C)C[C@@H]1C
 : -0.3	7	.	-4.4	0	5	-0.6	1
> C[C@@H]1CN([C@H](C)CO)C(=O)c2cc(NS(C)(=O)=O)ccc2O[C@@H](C)CCCCO[C@H]1CN(C)CC1CC1
 : 0.1	-20	2	3.3	1	4	0.1	-5
> CN(C)C(=O)c1ccc(-c2ccc([C@@H]3[C@H]4CN(C(=O)CC5CC5)CC(=O)N4[C@H]3CO)cc2)cc1
 : -0.2	2	0	-0.2	.	2	0.0	20
> CN(CC(=O)Nc1ccccc1C(F)(F)F)CC(=O)N1CCCCCC1
 : 0.1	-2	1	0.5	-12	-13	0.1	-6
> COc1ccc(NC(=O)Nc2ccc3c(c2)C(=O)N([C@H](C)CO)C[C@@H](C)[C@@H](CN(C)Cc2ccc(Oc4ccccc4)cc2)O3)cc1
 : 0.1	-7	1	-1.6	-5	-14	-0.5	-25
> COn1c2c(c3c4nonc4ccc31)CCCC2
 : .	7	2	-0.1	16	-25	.	9
> COc1ccc(-c2cc(C(=O)c3c(N)n(C)c(=O)n(C)c3=O)c3ccccc3n2)cc1OC
 : .	6	6	2.3	.	0	0.0	1
> COc1ccc(NC(=O)NNC(=O)COc2ccc3cc(Br)ccc3c2)cc1OC
 : -0.9	10	-2	2.7	6	-1	-0.1	-5
> Cc1ccc(NC(=O)c2cccs2)cc1S(=O)(=O)Nc1cccc(Cl)c1
 : 0.1	-21	7	.	.	3	-0.7	-2
> C=Cc1ccc(C(=O)NC2CCCN(Cc3ccccc3F)C2)cc1 (centres undefined)
 : 0.1	.	2	2.2	4	-20	0.1	1
> CCOc1cccc(CN2CCC(n3nccc3NC(=O)CCCc3ccccc3)CC2)c1
 : .	-39	-2	1.5	-5	-3	0.0	13
> COc1ccccc1S(=O)(=O)Nc1ccc2c(c1)C(=O)N(C)C[C@@H](OC)[C@@H](C)CN[C@@H](C)CO2
 : -0.2	22	.	-1.6	4	-14	-0.2	2

Twelve entries from above, ordered by formula weight, smallest number first:
The line under a structure holds: E-sel inducer	GSIS activator	Casp6 inh	F508del corr	RAD54 inh	RAD52 inh	Xi reactivation	DENV2 CPE rescue
> Nc1cc(Cl)ccc1N1C(=O)CCC1=O
 : 0.1	1	1	-1.1	2	-20	0.0	13
> O=C1C2CC=CCC2C(=O)N1Cc1ccccc1 (centres undefined)
 : .	-13	6	2.4	-2	-8	.	5
> COn1c2c(c3c4nonc4ccc31)CCCC2
 : .	7	2	-0.1	16	-25	.	9
> COc1ccc(-c2nnc3ccc(SCC(=O)N4CCCC4)nn23)cc1
 : 2.2	.	1	1.3	-2	-12	0.2	?
> CN(CC(=O)Nc1ccccc1C(F)(F)F)CC(=O)N1CCCCCC1
 : 0.1	-2	1	0.5	-12	-13	0.1	-6
> Cc1ccc(NC(=O)c2cccs2)cc1S(=O)(=O)Nc1cccc(Cl)c1
 : 0.1	-21	7	.	.	3	-0.7	-2
> CO[C@@H]1CN(C)C(=O)c2cc(NC(=O)C3CCC3)ccc2OC[C@H](C)N(C)C[C@@H]1C
 : -0.3	7	.	-4.4	0	5	-0.6	1
> CCOc1cc(NC(=O)c2ccccn2)c(OCC)cc1NC(=O)c1ccc(C)cc1
 : .	4	-2	.	9	-3	0.0	1
> COc1ccc(-c2cc(C(=O)c3c(N)n(C)c(=O)n(C)c3=O)c3ccccc3n2)cc1OC
 : .	6	6	2.3	.	0	0.0	1
> O=C(C[C@H]1CC[C@H]2[C@@H](COC[C@@H](O)CN2Cc2nccs2)O1)NCc1ccc(F)cc1
 : -0.1	10	2	-1.6	2	5	0.1	-4
> CN(C)C(=O)c1ccc(-c2ccc([C@@H]3[C@H]4CN(C(=O)CC5CC5)CC(=O)N4[C@H]3CO)cc2)cc1
 : -0.2	2	0	-0.2	.	2	0.0	20
> Cn1c(=O)c2c(ncn2CC(=O)N2CCN(S(=O)(=O)c3ccc(F)cc3)CC2)n(C)c1=O
 : .	.	-2	0.2	-9	-6	0.0	0

More compounds.
The line under a structure holds: E-sel inducer	GSIS activator	Casp6 inh	F508del corr	RAD54 inh	RAD52 inh	Xi reactivation	DENV2 CPE rescue
> CCc1ccc(-c2cc(C)no2)cc1S(=O)(=O)N1CCN(c2ccc(C(C)=O)cc2)CC1
 : .	2	0	-1.0	-14	-15	0.3	13
> Cc1cc(C)c(CN2CCCC(CNC(=O)c3ccc(F)cc3)C2)c(-n2cccn2)c1 (centres undefined)
 : .	0	1	6.5	.	-4	0.0	?
> O=C(C[C@H]1C=C[C@@H](NC(=O)C2CCC2)[C@H](CO)O1)NCCCN1CCOCC1
 : -0.1	2	-8	-0.7	-5	-2	0.0	-4
> Cc1ccc(C(=O)N2CCN(c3cccc(C)c3C)CC2)cc1S(=O)(=O)N1CCOCC1
 : .	-9	-1	0.4	-5	-13	-0.1	-2
> CC1(C(=O)NS(=O)(=O)C2CC2)CCCN(C(=O)c2ccc3ccccc3c2)C1 (centres undefined)
 : 0.6	6	-3	0.0	-10	-7	0.0	16
> O=C(O)CSc1nnc(-c2ccncc2)n1CCc1ccccc1
 : .	22	1	.	8	2	.	.
> CC(C)C1C(=O)N(Cc2cn(CC3CCCCC3)nn2)CCS(=O)(=O)N1Cc1ccc(-c2ccncc2)cc1 (centres undefined)
 : -0.1	-7	0	-4.5	-4	-14	0.2	19
> CCN(CC)C(=O)CSc1nc2[nH]ncc2c(=O)[nH]1
 : .	-2	1	.	.	-6	0.0	-3
> Cc1nnc(SCC(=O)Nc2ccc3[nH]c(=O)[nH]c3c2)s1
 : .	11	2	-1.1	.	-1	0.2	-1
> Cc1ccc(CN2C(=O)[C@@H]3Cc4c([nH]c5ccccc45)C(C)(C)N3C2=O)cc1
 : 0.2	-36	-2	5.6	0	-12	0.0	-4
> CN(C[C@@H]1[C@H](c2ccccc2)[C@@H](CO)N1C(=O)C1CCC1)C(=O)c1ccccn1
 : 0.1	-3	2	-1.2	3	-13	0.0	10
> O=C(C1CC1)N1[C@@H]2CN(S(=O)(=O)c3ccccc3)c3ccccc3[C@@H]2[C@@H]1CO
 : 0.2	22	0	2.9	-3	7	0.0	-13
> COc1ccccc1C(=O)NCCC(=O)NC1CCCCCC1
 : .	2	0	-1.1	8	-8	1.1	4
> O=c1nc(N/N=C/c2ccccn2)cn[nH]1
 : .	7	-6	3.6	.	-17	0.2	-2
> CC1C/C(=N\NC(=O)c2ccc(NS(=O)(=O)c3ccc(Br)cc3)cc2)CC(C)(C)C1 (centres undefined)
 : .	.	3	.	.	-4	0.0	-19
> Cc1cccc(CN2CCN(C3CN(Cc4ccccc4)S(=O)(=O)C3)CC2)c1 (centres undefined)
 : .	-1	-8	2.2	6	-6	0.0	1
> Cc1cccc(CS(=O)(=O)Cc2ccc(C(=O)NCc3ccco3)o2)c1
 : .	-1	0	1.2	.	-34	0.0	2
> CC(C)=CC(=O)OCC(=O)Nc1ccc(SC(F)F)cc1
 : 0.0	.	3	-0.6	.	5	0.0	6
> Cc1noc(C)c1NC(=O)Nc1cccc2c1O[C@H](CN(C)Cc1ccc(C(=O)Nc3ccccc3N)cc1)[C@H](C)CN([C@H](C)CO)C2=O
 : 0.0	0	0	-0.1	.	3	0.2	-5
> CC(C)C(NC(=O)c1ccc(Cl)cc1Cl)C(=O)N1CCN(S(=O)(=O)c2ccccc2)CC1 (centres undefined)
 : -0.3	-20	-1	0.7	.	-16	0.1	9
> CCCCN1C(=O)C(O)(CC(=O)c2ccccc2OC)c2ccccc21 (centres undefined)
 : .	-2	3	3.1	-3	9	-0.2	-12
> O=C(C[C@@H]1C=C[C@H](NC(=O)CC2CC2)[C@@H](CO)O1)NCc1ccc(Cl)cc1
 : 0.1	5	1	-0.2	9	6	0.1	1
> CS(=O)(=O)N1CCN=C1SCc1ccc(Br)cc1
 : -1.0	.	2	0.0	-5	-3	0.0	0
> CC(C)C[C@@H]1COc2cccc(N3CCC[C@H]3CO)c2S(=O)(=O)N1
 : 0.9	-5	-2	3.1	.	-15	0.2	-6
> COc1ccc2c3c([nH]c2c1)[C@H](CO)N(C(=O)Nc1cccc(F)c1)CC31CN(S(=O)(=O)c2ccccc2)C1
 : -0.4	7	.	3.4	.	.	0.3	79*
> CCCNS(=O)(=O)c1ccc(OCC(=O)Nc2ccc3c(c2)OCCO3)c(C)c1
 : -0.1	2	1	-2.2	.	3	0.4	-1
> COc1cccc(-c2cnc3c(c2)C(=O)N([C@@H](C)CO)C[C@@H](C)[C@H](CN(C)Cc2cccnc2)O3)c1
 : 0.4	22	0	1.2	11	-10	0.0	-3
> CC(C)c1ccccc1OCCCCCN1CCOCC1
 : -0.1	-2	-3	-34	3	5	0.0	?
> CCn1ccnc1C(O)(c1ccccc1)c1ccccc1
 : .	-1	-4	0.2	-13	-3	0.0	?
> C[C@@H]1CN([C@@H](C)CO)C(=O)c2cc(NC(=O)Nc3ccc4c(c3)OCO4)ccc2O[C@@H]1CN(C)C(=O)Nc1ccc2c(c1)OCO2
 : 0.3	-1	1	-0.2	-5	3	0.0	0
> CCOc1ccc2nc(N3CCCC(C(=O)NC4CCCC4)C3)sc2c1 (centres undefined)
 : .	9	6	-0.8	6	1	0.0	1
> Cc1c(CN2CCC(CO)(CCOc3ccccc3)CC2)[nH]c2ccc(Cl)cc12
 : .	4	-3	-4.7	.	-64	0.0	-2
> Cc1ccc(C(=O)N/C(=C/c2cn(-c3ccccc3)nc2-c2ccccc2)C(=O)O)cc1
 : 5.2	21	2	-1.2	-5	-5	0.0	0

Assay outcomes (PubChem)
